PP1 inh: blocks human PP1-alpha phosphatase, a PP5 counter-screen; AID 2235; purified PP1alpha, OMFP fluorescence; hit rate 0.9% among 320,000; inhibition, % at 6.7 µM; P62136;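 active means inhibition above the mean inhibition of all tested compounds plus 3 SD, computed separately for each screening campaign, cut at about 15% in these data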
JMJD2C inh: inhibitors of human GASC-1 (JMJD2C) demethylase; GST-JMJD2C(1-420) H3K9me3 demethylation, DELFIA europium; hit rate 0.069% among 330,000; inhibition, % at 2.35 µM; Q9H3R0; AID 2099;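 active means more than half of a compound's replicate wells show inhibition beyond 50%, single wells judged on their own value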;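 further: signal counts dimethyl H3K9 product captured on neutravidin plate; 0% = median of DMSO wells and 100% = 0.3 times that DMSO median; strong numbers were not always called active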
Target sequence (Q9H3R0 1-420 limits assumed): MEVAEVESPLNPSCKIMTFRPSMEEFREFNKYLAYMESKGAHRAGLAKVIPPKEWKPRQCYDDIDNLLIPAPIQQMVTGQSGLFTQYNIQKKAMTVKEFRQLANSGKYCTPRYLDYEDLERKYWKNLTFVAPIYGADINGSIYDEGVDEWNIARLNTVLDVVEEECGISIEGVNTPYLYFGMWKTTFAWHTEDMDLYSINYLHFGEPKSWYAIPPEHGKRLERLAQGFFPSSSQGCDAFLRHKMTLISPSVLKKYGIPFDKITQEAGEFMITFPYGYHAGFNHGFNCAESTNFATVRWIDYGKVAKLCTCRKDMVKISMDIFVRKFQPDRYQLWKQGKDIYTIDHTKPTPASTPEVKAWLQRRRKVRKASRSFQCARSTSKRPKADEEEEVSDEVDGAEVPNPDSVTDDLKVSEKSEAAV
proCasp3 act: activators of human procaspase-3 | P42574 | recombinant procaspase-3 D3A, Ac-DEVD-pNA absorbance 405 nm | activation, % at 8.5 µM | hit rate 0.11% among 330,000 | AID 463141;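 active means activation above the mean of all tested compounds plus 3 SD, cut at about 21% in these data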;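 further: 0% = DMSO alone and 100% = DMSO wells spiked with extra 5 µM PC-3 D3A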
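Assay system – Procaspase-3 D3A mutant, all three cleavage aspartates alanine · Controls – DMSO-only low control, 5 µM PC-3 D3A high control · Schedule – 1 h compound preincubation, 2 h substrate hydrolysis at 25 °C · Signal – 405 nm absorbance of p-nitroaniline, reads at 0 and 120 min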
PP5 inh: PP5 (human) phosphatase inhibition | P53041 | purified PP5c, OMFP substrate fluorescence | inhibition, % at 6.7 µM | hit rate 0.18% among 320,000 | AID 1987;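 active means inhibition above the campaign's mean inhibition across all tested compounds plus 3 SD, cut at about 9.5% in these data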;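 further: 0% = DMSO only and 100% = 100 µM cantharidin control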
HCV core dimer: HCV core protein dimerization inhibition; TR-FRET GST/Flag-core106 dimerization, 1536-well; inhibition, % at 5 µM; hit rate 0.33% among 300,000; AID 1899;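 active means inhibition above the mean of all tested compounds plus 3 SD, set per screening campaign, cut at about 45% in these data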
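Material: GST/Flag-tagged HCV core106 proteins. Incubation: 4 h, 22.5 °C incubation. Read-out basis: inhibition (%) from 671 over 617 nm ratio. Measured by: TR-FRET, excitation 340 nm, emission 617 and 671 nm.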
procasp7 counter: activates human procaspase-7, counter-screen for procaspase-3 activators | activation, % at 8.5 µM | AID 463210 | recombinant procaspase-7, Ac-DEVD-pNA absorbance 405 nm; D23A/D198A/D206A triple mutant, cannot self-cleave; scale: DMSO 0, 5 µM enzyme 100 | hit rate 0.093% among 330,000 | P55210;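 active means percent activation above the screen-wide mean plus 3 SD, cut at about 25% in these data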
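System: Procaspase-7 triple mutant (PC-7 D3A); measure: % activation from two-timepoint absorbance difference, scaled to controls; times: 1 h compound preincubation, 2 h substrate cleavage, 25 °C; also added: Ac-DEVD-pNA substrate, 400 µM as added; measured by: Epi-absorbance of released pNA at 405 nm, two timepoints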
VLA-4 inh: inhibition in a human VLA-4 binding assay; P13612; VLA-4 expressing cells, ligand binding flow cytometry; inhibition, % (about 7 µM as worked out from the volumes in the protocol); hit rate 0.2% among 330,000; AID 2557; in the data active means inhibition above about 50%
Fh CTSL1 inh: counter-screen for PFM18AAP inhibitors: inhibitors of F. hepatica cathepsin L1; recombinant F. hepatica cathepsin L1, Z-Leu-Arg-MCA fluorescence; inhibition, % at 5.96 µM; hit rate 0.49% among 300,000; AID 1906;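 active means inhibition above the mean of all tested compounds plus 3 SD, set per screening campaign, cut at about 17% in these data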;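 further: 0% = plate median of test compound wells and 100% = 1 µM Z-Phe-Ala-diazomethylketone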
GRK2 inh: inhibitors of human GRK2 displacing RNA aptamer. bead flow cytometry, FAM-aptamer displacement from GRK2. inhibition of aptamer binding, % at 10 µM. hit rate 0.59% among 330,000;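 active means inhibition of aptamer binding above 40%, roughly 3 SD of noise, on plates passing a quality check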;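 further: median bead fluorescence of bound FAM aptamer so fluorescent compounds give negative values; no value below 0 was filed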
Target sequence (P25098 whole entry, looked up): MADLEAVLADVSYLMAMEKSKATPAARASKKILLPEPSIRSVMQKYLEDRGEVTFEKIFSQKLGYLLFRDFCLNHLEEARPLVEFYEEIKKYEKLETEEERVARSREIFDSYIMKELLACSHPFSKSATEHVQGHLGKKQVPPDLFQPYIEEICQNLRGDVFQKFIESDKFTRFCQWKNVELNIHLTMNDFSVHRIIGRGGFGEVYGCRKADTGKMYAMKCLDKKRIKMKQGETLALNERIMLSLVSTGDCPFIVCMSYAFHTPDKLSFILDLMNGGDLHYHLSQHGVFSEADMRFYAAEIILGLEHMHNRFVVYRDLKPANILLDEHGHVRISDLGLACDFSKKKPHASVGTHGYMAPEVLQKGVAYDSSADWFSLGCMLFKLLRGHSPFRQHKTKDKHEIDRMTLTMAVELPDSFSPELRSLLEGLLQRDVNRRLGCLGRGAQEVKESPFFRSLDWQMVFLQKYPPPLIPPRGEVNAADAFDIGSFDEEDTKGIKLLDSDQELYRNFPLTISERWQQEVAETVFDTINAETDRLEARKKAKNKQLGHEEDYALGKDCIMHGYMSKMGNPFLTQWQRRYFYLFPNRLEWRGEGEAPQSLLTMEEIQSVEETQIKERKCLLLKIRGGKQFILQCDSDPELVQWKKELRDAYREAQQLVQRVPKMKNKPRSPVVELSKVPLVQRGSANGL
* = called active by the depositor; · = not tested or not shown; & = joins results of further samples.

SMILES | PP1 inh | JMJD2C inh | proCasp3 act | PP5 inh | HCV core dimer | procasp7 counter | VLA-4 inh | Fh CTSL1 inh | GRK2 inh
Cc1cc(F)ccc1NC(=O)CCc1ccc(S(=O)(=O)N2CCOCC2)cc1 | -2 | 8 | 7 | 0.2 | · | 4 | 10 | · | 0
CCC(C)(C)NC(=O)c1ccc2c(c1)OCCO2 | -5 | -7 | 5 | -1.7 | 1 | 7 | -7 | 1 | 0
Cc1ccc(S(=O)(=O)N2CCN(Cc3cccc(F)c3)CC2)cc1 | -3 | -6 | 2 | 4.3 | 1 | 4 | 0 | -2 | 1
Cc1cc(C)cc(N(CC(=O)NC2CCCCC2)C(=O)CNC(=O)c2ccco2)c1 | -3 | 6 | -5 | 0.3 | 0 | -7 | 1 | 4 | 2
O=C(Nc1cc([N+](=O)[O-])ccc1F)C1CC1 | -4 | 3 | -7 | -3.5 | 4 | 5 | 2 | 0 | 1
CCCc1cc(=O)[nH]c(SCC(=O)Nc2ccc(OC(F)F)cc2)n1 | -4 | -21 | 3 | -3.1 | 1 | -7 | -18 | 6 | 5
C=CCNC(=S)NC1CC(C)(C)NC(C)(C)C1 | 0 | 14 | 8 | 3.1 | -10 | 6 | 22 | -3 | 0
CCc1ccc(-c2cc(C)no2)cc1S(=O)(=O)N1CCN(c2ccc(OC)cc2)CC1 | 3 | -5 | 2 | 1.9 | 0 | -7 | 9 | 4 | 0
CN1C(C(=O)NCc2ccc(OC(F)(F)F)cc2)CC2Cn3c(nc4ccccc43)C21 (stereo not given) | 2 | -1 | 2 | 3.0 | 12 | -4 | 21 | 1 | 1
O=C(Nc1ccc(Cl)cc1)Nc1nc(-c2ccccc2)cs1 | -1 | 4 | 7 | -3.0 | -1 | 13 | -1 | 0 | 0
COc1ccccc1N(CN1CCCC1=O)C(=O)c1c(F)cccc1Cl | -2 | 0 | -3 | -0.9 | -7 | 16 | 4 | 1 | 0
COc1ccc(-c2nc(NC(=O)c3ccccc3)sc2-c2ccc([N+](=O)[O-])cc2)cc1 | -5 | -6 | 1 | 2.2 | -14 | -2 | -8 | 6 | 11
O=C(c1cc(C2CC2)nc2ccc(Br)cc12)N1N=C(C(F)F)CC1(O)C(F)F (stereo not given) | 3 | -8 | 1 | 2.2 | -4 | -8 | -3 | 1 | 0
O=C(COC(=O)c1ccc[nH]c1=O)NCC1CCCO1 (stereo not given) | 2 | -16 | -3 | -0.5 | -5 | 0 | -8 | 1 | 0
C(=N/n1c2ccccc2c2ccccc21)/c1ccco1 | -1 | -1 | 0 | 3.4 | -3 | -8 | 0 | 0 | 96*
C/C(=N\NC(=O)COc1ccc(C(C)(C)C)cc1)c1ccc(OC(F)F)cc1 | 7 | -26 | -5 | 6.2 | 13 | -1 | -1 | 4 | 0
Cc1[nH]c2ccc(Br)cc2c(=O)c1CN1CCOCC1 | -2 | 0 | 4 | 2.6 | -5 | 9 | 18 | -1 | 0
CN(C)S(=O)(=O)c1ccc(Cl)c(-c2nnc3n2CCCCC3)c1 | -1 | -4 | 0 | 2.0 | 6 | 2 | 3 | 1 | 0
O=C(O)C(Oc1ccc2c(c1)oc(=O)c1ccccc12)c1ccccc1 (stereo not given) | 3 | 7 | -5 | 2.9 | -11 | -4 | 18 | 2 | 13
CC(C)(C)OC(=O)N1CCCN(C(=O)Nc2ccccc2)CC1 | -3 | 2 | -5 | 0.2 | -2 | 4 | 7 | 1 | 0

GRK2 inh: entries above that show a hit
SMILES	JMJD2C inh	proCasp3 act	PP5 inh	HCV core dimer	VLA-4 inh	GRK2 inh
C(=N/n1c2ccccc2c2ccccc21)/c1ccco1	-1	0	3.4	-3	0	96*

(next part)
SMILES | PP1 inh | JMJD2C inh | proCasp3 act | PP5 inh | HCV core dimer | procasp7 counter | VLA-4 inh | Fh CTSL1 inh | GRK2 inh
COc1ccc(S(=O)(=O)Nc2cccc3c2O[C@H](CN(C)Cc2ccc(-c4ccccc4)cc2)[C@@H](C)CN([C@H](C)CO)C3=O)cc1 | · | -4 | -3 | · | · | 4 | 8 | · | 0
Cc1nn(C)cc1CN(C)C(=O)CC12CC3CC(CC(C3)C1)C2 | -1 | -4 | 7 | -0.2 | 5 | -6 | 12 | -6 | 2
O=S(=O)(c1cccc(-c2nc3n(n2)Cc2ccccc2-3)c1)N1CCCCC1 | 1 | -1 | 13 | 1.4 | -5 | -2 | 34 | -6 | 0
Cc1ccc(CS(=O)(=O)Cc2ccc(C(=O)NCCCN3CCOCC3)o2)cc1 | 1 | 5 | 0 | -1.2 | 3 | 4 | 2 | -1 | 1
CC(C)CCOCC(=O)Nc1cccc(C(=O)O)c1 | 0 | 1 | 1 | 2.0 | 0 | 2 | 3 | -1 | 1
CN(C)c1ccc(P(=O)(Nc2ccccc2)N2CCOCC2)c(NC(=O)c2cccs2)c1 (stereo not given) | 1 | -7 | 7 | 1.9 | 9 | -3 | 0 | 0 | 0
COC(=O)c1nn(-c2ccc(OC)cc2)c(=O)cc1Oc1ccccc1 | -1 | 2 | 4 | -1.1 | -3 | 14 | -6 | -2 | 0
COc1ccc(OC)c(NC(=O)CCNS(=O)(=O)c2cccc3nsnc23)c1 | 0 | -4 | 2 | -0.4 | 0 | 0 | 22 | 0 | 0
CCCCC(=O)Nc1cccc(-c2csc(-c3ccccc3)n2)c1 | 1 | 9 | -6 | 1.5 | -4 | 1 | 0 | 2 | 2
COc1ccc(C2Cc3ccccc3C(=O)O2)cc1 (stereo not given) | 2 | 9 | 5 | -0.8 | -4 | -6 | -7 | -1 | 0
CCc1ccc(NC(=O)N(Cc2cccnc2)Cc2ccco2)cc1 | 6 | -6 | -1 | 2.7 | -7 | 0 | 10 | 0 | 0
CC(NC(=O)CC1Sc2ccccc2NC1=O)c1ccccc1 (stereo not given) | -2 | 5 | -2 | -0.1 | 0 | 8 | 1 | 0 | 0
Cc1nc(-c2ccc(F)cc2)c(CC(=O)N2CCN(S(=O)(=O)c3cccc(F)c3)CC2)s1 | 2 | 0 | 4 | 1.1 | -5 | -2 | -12 | 2 | 0
CCN(c1ccc(C)c(C)c1)S(=O)(=O)c1ccc2c(c1)CCN2C(=O)CCC(=O)O | 4 | 0 | -8 | -1.1 | 1 | 1 | 3 | -1 | 0
COc1ccc2oc(=O)c(-c3csc(Nc4cccc(O)c4)n3)cc2c1 | 1 | 41 | -23 | 8.2 | 17 | -21 | -9 | 8 | 1
O=S1(=O)N=CN(Cc2cccc(F)c2)c2ccccc21 | 0 | -1 | -1 | 2.0 | -3 | 7 | 6 | 0 | 26
CCC(=O)N1CCc2cc(S(=O)(=O)NCCC(=O)NC3CCCc4ccccc43)ccc21 (stereo not given) | 2 | 12 | -6 | 1.6 | 0 | 4 | -13 | 1 | 0
COCn1c(=O)c2c(nc(SC3=NCCS3)n2Cc2ccccc2C)n(COC)c1=O | -2 | -5 | 6 | 0.1 | 17 | 5 | -11 | 0 | 4
CC(=O)Nc1ccc(S(=O)(=O)NCC(=O)NNC(=O)COc2ccccc2Cl)cc1 | -3 | -1 | 1 | -0.2 | -2 | -4 | -2 | -17 | 13
O=C(N/N=C/c1cc(Br)cc(Br)c1O)c1ccncc1 | 0 | 14 | -4 | 1.5 | -12 | -5 | 8 | 0 | 1
O=C(COC(=O)/C=C/c1ccccc1Cl)NCCc1ccc(Cl)cc1Cl | 0 | -8 | -17 | 0.6 | 1 | -5 | 2 | -13 | 0
CC(C)CCNC(=O)c1c[nH]c2ccc(S(=O)(=O)N3CCOCC3)cc2c1=O | 1 | 1 | 1 | 0.2 | -4 | -5 | -3 | -5 | 0
CCC(Oc1ccc(C)cc1)C(=O)Nc1ccc(S(=O)(=O)Nc2nccs2)cc1 (stereo not given) | -1 | -33 | 7 | 1.4 | 17 | 4 | 28 | 3 | 0
N#CCCSCc1ccc2oc(C(=O)O)cc2c1 | 0 | -11 | 6 | 0.0 | 3 | 4 | 7 | -4 | 0
CN1CCN(C2=Nc3cc(F)ccc3Cc3ccccc32)CC1 | -2 | 13 | -4 | 3.0 | -7 | 6 | -10 | 0 | 0
O=C(/C=C/c1c[nH]c2ccccc12)c1ccccc1 | -1 | 3 | -18 | 4.4 | -5 | -32 | 1 | -2 | 4
O=C1CC(=O)N(CCc2ccc(F)cc2)C(=O)N1 | 5 | -3 | -12 | 0.6 | -1 | -10 | 5 | -1 | 2
CN(C1CCS(=O)(=O)C1)S(=O)C12CC3CC(CC(C3)C1)C2 (stereo not given) | -2 | -4 | 0 | 3.5 | 1 | 6 | 6 | 0 | 1
Cc1ccccc1OCc1nc2ccccc2c(=O)n1/N=C/c1cn[nH]c1-c1ccc(Br)cc1 | -2 | -13 | -2 | 1.7 | 17 | -1 | -32 | 0 | 0
COc1cccc(Nc2nc(N)nc(CCl)n2)c1 | -1 | 8 | -11 | 1.2 | 0 | 11 | 0 | -1 | 2
CC(C)C(C)(C#N)NC(=O)CN1C(=O)NC2(CCCc3ccccc32)C1=O (stereo not given) | -1 | 4 | 0 | 3.2 | -2 | 6 | 13 | 1 | 1
C/C(=N/OCC(=O)Nc1ccccc1)c1cccs1 | 0 | -8 | 11 | 0.4 | 1 | 7 | -3 | 2 | 13
O=C(COC(=O)c1cc(-c2ccco2)nc2ccccc12)NCc1ccc2c(c1)OCO2 | 4 | 12&-13 | -8 | 0.3 | 36 | -27 | 3 | 0 | 0
Cc1ccc(CN(C(=O)COc2ccc(Br)cc2)C2CCS(=O)(=O)C2)o1 (stereo not given) | 1 | 0 | 1 | 0.2 | 1 | 3 | 12 | -3 | 0
O=C(NCC1CCCO1)c1sc2ccccc2c1Cl (stereo not given) | -4 | 1 | 6 | -1.1 | -5 | -1 | 5 | -1 | 1
Cc1ccccc1NC(=O)c1oc(=O)c2ccccc2c1-c1ccccc1 | 0 | -2 | 1 | 0.7 | 3 | -5 | 27 | -2 | 2
Cc1ccc(-c2cc([C@H]3[C@H]4C=CC[C@@H](C)[C@@H]4C(=O)N3Cc3ccccc3)ccc2F)cc1 | 3 | -3 | 6 | 1.8 | -13 | -6 | -2 | 2 | 0
CCOC(=O)N1CCN(c2nc(-c3ccc(F)cc3)cs2)CC1 | 7 | 5 | 13 | 4.5 | -6 | 2 | -5 | -1 | 1

Single records, from the list above. Screens in order: PP1 inh	JMJD2C inh	proCasp3 act	PP5 inh	HCV core dimer	procasp7 counter	VLA-4 inh	Fh CTSL1 inh	GRK2 inh
COc1cccc(Nc2nc(N)nc(CCl)n2)c1 in the list: -1	8	-11	1.2	0	11	0	-1	2
CCC(Oc1ccc(C)cc1)C(=O)Nc1ccc(S(=O)(=O)Nc2nccs2)cc1 (stereo not given) in the list: -1	-33	7	1.4	17	4	28	3	0
CC(C)C(C)(C#N)NC(=O)CN1C(=O)NC2(CCCc3ccccc32)C1=O (stereo not given) in the list: -1	4	0	3.2	-2	6	13	1	1
CC(C)CCNC(=O)c1c[nH]c2ccc(S(=O)(=O)N3CCOCC3)cc2c1=O in the list: 1	1	1	0.2	-4	-5	-3	-5	0
